# Screening data as filed in PubChem.
# mcGAS RapidFire = blocks mouse cGAS cGAMP production; Q8C6L5; 0.18% of 130,000 active; inhibition, % at 12.5 µM; recombinant mouse cGAS, cGAMP by RapidFire MS; AID 1259397;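 active = inhibition of cGAS enzyme activity at or above 60%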;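 also: enzyme stimulated by 45 bp dsDNA with ATP and GTP substrates; cGAMP share of summed cGAMP plus half ATP and half GTP signals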
# Target sequence (Q8C6L5 whole entry, looked up): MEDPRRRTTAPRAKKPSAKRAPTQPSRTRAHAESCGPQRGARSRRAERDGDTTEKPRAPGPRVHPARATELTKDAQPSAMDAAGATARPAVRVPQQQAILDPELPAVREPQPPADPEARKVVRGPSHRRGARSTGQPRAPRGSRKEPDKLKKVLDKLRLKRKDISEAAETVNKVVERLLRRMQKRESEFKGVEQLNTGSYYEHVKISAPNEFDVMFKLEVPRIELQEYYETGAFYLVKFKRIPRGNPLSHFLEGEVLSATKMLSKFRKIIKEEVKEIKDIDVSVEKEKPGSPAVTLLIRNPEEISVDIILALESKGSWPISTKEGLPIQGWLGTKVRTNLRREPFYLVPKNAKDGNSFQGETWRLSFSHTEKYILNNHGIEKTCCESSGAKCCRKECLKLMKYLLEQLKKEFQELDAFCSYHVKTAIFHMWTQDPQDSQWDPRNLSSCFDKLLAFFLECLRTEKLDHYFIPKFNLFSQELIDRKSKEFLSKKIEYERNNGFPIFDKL
# Numbers without * were called inactive; & = joins results of further samples. These rows are one share of the data, so the mix of outcomes need not match the whole.
Compound,mcGAS RapidFire
CC1(C(=O)NS(=O)(=O)Cc2ccccc2C(F)(F)F)CCN1C(=O)CCC1CCCC1 (stereo not given),-10
CN1CCCC(COC(=O)C2=COCCC2)C1c1ccc(C(F)(F)F)cc1 (stereo not given),-4
COc1cc(CN2CCC3(CCCN(CC4CCC4)C3)C2)ccc1F (stereo not given),-4
COc1cccc(OC)c1-c1cccc([C@@H](C)N)c1,-14
Cc1cc(C(=O)O)n[nH]1,-6
O=C(Nn1c(SCc2cccc([N+](=O)[O-])c2)nc2ccccc2c1=O)c1ccccc1,-7
CC(OCC(F)(F)F)C(=O)Nc1ccc2ccccc2n1 (stereo not given),-9
CCc1ccc(C(=O)NN(C(=O)c2ccc(CC)cc2)C(C)(C)C)cc1,3
Cc1ccc(-c2nc(C=Nc3cccc(C(F)(F)F)c3)c(O)o2)cc1,-8
Cc1ccc(CNC(=O)C2CC(c3ccccc3)=NO2)cc1 (stereo not given),-7

# Another view of some results above:
CN1CCCC(COC(=O)C2=COCCC2)C1c1ccc(C(F)(F)F)cc1 (stereo not given)
  mcGAS RapidFire = -4

O=C(Nn1c(SCc2cccc([N+](=O)[O-])c2)nc2ccccc2c1=O)c1ccccc1
  mcGAS RapidFire = -7

COc1cc(CN2CCC3(CCCN(CC4CCC4)C3)C2)ccc1F (stereo not given)
  mcGAS RapidFire = -4

# Going on with the list.
Compound,mcGAS RapidFire
O=C(Nc1ccc(-c2ccccc2)cc1Cl)C1CC1,-9
COc1cc(OC)c(OC)cc1C=Nn1cc(-c2ccccc2)[nH]c1=S,5
O=C(CN1CCCc2cc(F)c(F)cc21)Nc1ccccc1F,-6
COc1ccc(NC(=O)NCCNc2ccc(Nc3ccccn3)nn2)cc1OC,-10
O=c1nccc(C(F)(F)F)[nH]1,1
O=C(Nc1ncc(S(=O)(=O)c2ccc([N+](=O)[O-])cc2)s1)C(F)(F)C(F)(F)C(F)(F)F,-7
O=C1NC(Cc2ccccc2)C(=O)N1CCOc1c(Cl)cccc1Cl (stereo not given),-2
COC(=O)c1ccc2c(=O)[nH]c(COC(=O)c3ccccc3C)nc2c1,-8
Cc1cc(C(F)(F)F)n2nc(C)cc2n1,5
O=c1cc(CO)oc(CN2CCN(CCO)CC2)c1O,-3
Cc1nonc1CN(C)C(=O)c1cc(C(C)C)nn1C,6
CCc1ccc(C2NC(=O)N(C)C(C)=C2C(=O)OC)cc1 (stereo not given),-2
COC(=O)c1c(O)nc2sccn2c1=O,15
Cc1cc(COc2ccccc2)oc1C(=O)N1CCC2(CCCO2)CC1,-10
O=C1NCCN2CCN(C(=O)Cn3cccc3)CC12 (stereo not given),-2
Cc1nc(SCC(=O)NC(=O)NC(C)C)c2c(C)c(C)sc2n1,17
C=C(C)COc1ccccc1C(=O)NCCc1c(C)n[nH]c1C,-13
O=C(Cn1cccn1)N1CCCC(Nc2ccc3c(c2)OCCO3)C1 (stereo not given),-5
O=C(O)CCCC[C@@H]1SC[C@@H]2NC(=O)N[C@@H]21,8
Cc1nn(C)c(C)c1C(C)NC(=O)N1CCCC1CC1CCCCC1 (stereo not given),-13
CC1(C(=O)NS(=O)(=O)Cc2ccccc2C(F)(F)F)CCN1C(=O)CC1CC1 (stereo not given),-8
CCN(CC)C(=O)CSc1ncnc2sc3c(c12)CCC3,-17
CCN(CC)C(=O)CCCNS(=O)(=O)c1ccccc1C#N,7
Cc1cccc(-n2nnc3c(=O)[nH]cnc32)c1,3
CCc1[nH]nc(NC(=O)COCC(F)(F)F)c1Br,-8
Cc1ccc2c(C)c(C(=O)N3CCC(c4ccccc4C(=O)O)C3)oc2c1 (stereo not given),-7
CN(C)C1(CN)CCCCCC1,-8
Cc1ccc(C(C)C)cc1OCCCn1cnc2ccccc21,-2
COc1ccc(CNC(=O)c2cn(Cc3ccc(C)cc3)c(=O)s2)cc1,-1
CCOc1cc2c(cc1NC(=O)C1CC3CCCC(C1)C31SCCS1)OC(C)C2 (stereo not given),2
O=C(C1CCOC1)N1CCN(C2Cc3ccccc3C2)CC1 (stereo not given),-22
CSc1ccccc1NC(=O)C1(C)CCN1C(=O)C1CCCCC1 (stereo not given),-10
COC(=O)c1sc(NC(=O)c2ccccc2)c(C(=O)OC)c1C,1
COc1ccc(CCC(=O)N(C)CC(=O)Nc2cc(C)on2)cc1Br,5
Cc1ccc(-c2nnc(SCC(=O)N3CCCC3=O)o2)cc1,2
CSc1ccc(CN2CCC2(C)C(=O)NC2CCN(Cc3ccccc3)CC2)cc1 (stereo not given),-5
Nc1nc(SC(C(=O)NC2CCCCC2)c2ccccc2)n[nH]1 (stereo not given),3
CO[C@@]1(NC(=O)CSCC#N)C(=O)N2C(C(=O)O)=C(CSc3nnnn3C)CSC21 (stereo not given in full),-14&0
CCC1OC2CC3(O1)C1CCC4=CC(=O)CCC4(C)C1CCC3(C)C2C(C)=O (stereo not given),-4
Cc1ccc(S(=O)(=O)NC(C)(C)CN2CCc3ccccc3C2)cc1,-8
Cc1c(Cl)c(C(=O)N2CCCN(CC3CC3)C(C(C)C)C2)nn1C (stereo not given),-17
Cc1nc2c(=O)[nH]nc(-c3ccccc3)c2s1,-2
Cc1nnc(SCC(=O)Nc2ccc([N+](=O)[O-])cc2)n(N)c1=O,-3
CC(=O)c1ccc(N2CCN(C(=O)C3CCCCC3C(=O)N3CCc4c([nH]c5ccccc45)C3)CC2)cc1 (stereo not given),4
CCCN1CCC(C)(C(=O)Nc2cnc3ccccc3c2)C1 (stereo not given),-10
COC(=O)C1C(=O)OC(C)(C)C1C(C)C(=O)c1ccc(C)cc1C (stereo not given),-6
CCOC(=O)c1c(C)n(O)c2ccccc2c1=O,-13
Cc1cnc(NC(=O)CNC(=O)C(C)(C)C)s1,-11
O=C(NCC1CCCN(Cc2nc(-c3ccccc3)cs2)C1)c1cccs1 (stereo not given),-3
CC(C)c1cc(=O)[nH]c(-n2nc(-c3cccs3)cc2NC(=O)Cc2ccc(F)cc2)n1,3

# The list goes on:
Compound,mcGAS RapidFire
COCCNc1nc(Oc2cncc(Cl)c2)c2sccc2n1,8
COC(=O)c1cn(C(=O)COc2cc(C)ccc2C)c2ccccc12,0
COC(=O)c1c(NC(=O)C2CCCO2)c2cc(NC(C)CCO)cnc2n1CCc1ccccc1 (stereo not given),-5
CCN1CCN(CCCCSc2ccccc2)CC1,-3
CC(=O)OC1C(=O)C=CC2C(C)=CC(=O)OC21 (stereo not given),-3
O=C(Cn1c(CO)cnc1SCC(=O)N1CCc2ccccc21)NCc1ccccc1,-10
CCn1cc(CNC(=O)c2ccc(OC)c(OC3CCN(C(C)C)CC3)c2)cn1,0
CC(C)(C)OC(=O)N1CCN(CCNC(=O)CCn2ccc(=O)[nH]c2=O)CC1,-1
Cc1c(C(=O)NCc2ccc3c(c2)OCCO3)sc(=O)n1CC(=O)c1ccc(Cl)cc1,0
O=C1NC(O)C(Cl)=C1Cl (stereo not given),-6
CN1CC2(CCN(C(=O)CCn3cnc4ccccc4c3=O)C2)OC1=O (stereo not given),6
c1cnc(Sc2ccc3ccccc3c2)nc1,-5
O=C(c1cccn2c(=O)c3c4c(sc3nc12)CCCC4)N1CCOCC1,0
COc1cc2c(cc1OC)CN(C(=O)c1cn(CC3CCCO3)nn1)CC2 (stereo not given),-3
Cn1cnnc1SCC(=O)Nc1nonc1-n1cccc1,-6
Cn1cc(CN2CCCC(CO)(Cc3ccccc3)C2)c2ccccc21 (stereo not given),-2
O=S1(=O)OC(c2ccc(O)cc2)(c2ccc(O)cc2)c2ccccc21,-12
O=[N+]([O-])c1ccccc1Oc1ccc(Br)cc1Br,-6
CCN(CC(C)C(=O)OC)c1ccnc(-c2ccccc2)n1 (stereo not given),0
Cc1cc(C)c(-c2c(O)c3c(n(C)c2=O)CC(C)(C)CC3=O)c(C)c1,-5
Cn1c(=O)[nH]c(=O)c2c1nc(Br)n2CCSc1nc2ccccc2o1,-1
CC1(C(=O)NS(=O)(=O)c2cccc(OC(F)F)c2)CCN1C(=O)C1(c2ccccc2)CCCC1 (stereo not given),-6
CCOC(C)c1ccc(-c2nccc(OC)n2)cc1 (stereo not given),-29
O=C(CCc1nc(-c2ccccn2)no1)NC1CCSc2ccccc21 (stereo not given),22
CC(C)(C)N=S1OC(c2ccccc2)c2ccccc21 (stereo not given),0
O=S1(=O)c2ccccc2NC(c2ccccc2Br)N1Cc1ccccc1 (stereo not given),-4
CC(=O)Nc1ccc(CN2C(=O)CON=C2c2ccc(F)cc2)cc1,-11
O=C(N1CCC(n2cccc2)CC1)C1(c2cccc(C(F)(F)F)c2)CCCC1,-1
Cc1nc(C(=O)N2CCN(CCCOc3ccc(F)cc3)CC2)cs1,-15
Cc1ccc(S(=O)(=O)NC(=O)C2(C)CCN2C(=O)CCc2ccc(Cl)cc2Cl)cc1 (stereo not given),2
O=C1C=CC2C1C1C=CC2C12OCCO2 (stereo not given),-14
Cc1ccc(NC(=O)C(=O)N2CCCn3cncc3C2)c(C)c1,-14
CN1CCC(Cc2noc(-c3cn4cc(Cl)ccc4n3)n2)CC1,-16
CCn1nc(C)cc1C(=O)NCc1nc(C)no1,3
CSc1ccccc1C(=O)Nc1cc(-c2cccs2)nn1-c1nc(C)cc(=O)[nH]1,-4
Cc1ccc(S(=O)(=O)Nc2ccc(Nc3cnc(-c4cccc(OC(F)(F)F)c4)cn3)cc2)cc1,-7
CC(C)c1ccc(NC2CCCN(C(=O)c3cc(C(C)C)[nH]n3)C2)cc1 (stereo not given),-2
O=[N+]([O-])c1ccc(-n2ccnc2)nc1-n1ccnc1,5
O=C1C2C3c4ccccc4C(Br)(c4ccccc43)C2C(=O)N1Cc1cccnc1 (stereo not given),-9
CCn1cc(S(=O)(=O)N2CCN(C3CCCCC3)CC2)cn1,6

# Gathered by group: the compounds so far containing a furan ring, fused or not (two)
Compound,mcGAS RapidFire
Cc1cc(COc2ccccc2)oc1C(=O)N1CCC2(CCCO2)CC1,-10
Cc1ccc2c(C)c(C(=O)N3CCC(c4ccccc4C(=O)O)C3)oc2c1 (stereo not given),-7

# Additional results follow:
Compound,mcGAS RapidFire
Cc1cc(C)c2[nH]c(O)c(N=Nc3ccccn3)c2c1,-7
Cc1ccc(/C=C/CC(=O)Nc2ccc3c(c2)NC(=O)CO3)cc1,-9
N#CC(C(=O)CC1CCCC1)c1nc(N)nc(Nc2ccccc2)n1 (stereo not given),2
COc1ccc(OC/C=C/CN(C)C)cc1,-4
CCn1c(SCC(=O)N2CCCc3ccccc32)nc2c(c1=O)SC(C)C2 (stereo not given),-10
Cc1[nH]c2ccccc2c1CC(=O)N1CCCC1c1ccccc1 (stereo not given),1
Cn1cc(CN2CCC(CNC(=O)NCc3ccccc3)C2)cn1 (stereo not given),11
O=C(NCc1cccnc1)N1CCN(c2cccc(C(F)(F)F)c2)CC1,-3
O=C(NNC(=S)NC1CC2CCC1C2)C(=O)NNC(=S)NC1CC2CCC1C2 (stereo not given),-5
CCC(O)(CC)CNc1ccc(Cl)c(C#N)n1,-21
CC(C(=O)Nc1ccc(Br)cc1)N1CCc2ccccc21 (stereo not given),-4
COCCNc1nc2cc(C(=O)N3CCC(O)(CO)CC3)ccc2n1C,-21
O=C1CN(CCC2=CCCCC2)C2CS(=O)(=O)CC2N1c1ccc(Cl)cc1 (stereo not given),-9
O=c1[nH]ncc(N2CCCC2)c1-c1ccc2c(c1)OCO2,-14
O=S(=O)(c1cc(Cl)cc(Cl)c1)N1CCN(Cc2ccccn2)CC1,-3
Cc1ccccc1-n1ncc(C(C)NC(=O)c2ccoc2)c1C (stereo not given),2
CC(C)c1ccc(NC(=O)NCC2CNCCOC2)cc1 (stereo not given),-7
Cc1cc(C(=O)N2CC=C(c3ccc(O)cc3)CC2)c(C)o1,-1
Cc1nc(CC(=O)N(C)C(C)c2ccc3c(c2)OCCO3)cs1 (stereo not given),-16
N#CCCN1CCN(S(=O)(=O)c2cccc(Br)c2)CC1,-6
COCC1(C(=O)NCc2csc(N3CCOCC3)n2)CCC1,-12
CC1CN(C)c2ccccc2CN1C(=O)C1CCCN(C(N)=O)C1 (stereo not given),-49
C/C(=N\NC(=O)c1cc(-c2cccs2)[nH]n1)c1cccc(O)c1,-2
O=C1N(Cc2cccc(F)c2F)CCCC12CCN(C1CCCC1)C2 (stereo not given),-3
CCC(C(=O)OCc1ccccc1)(C(=O)OCc1ccccc1)C(Cc1cncn1C)C(=O)OC (stereo not given),-8
CCN(CC)CC[n+]1c(C)cc(C=C2Sc3ccccc3N2C)cc1C,1
CCOC(=O)C1CCCN(C(=O)CC2CSc3nccc(=O)n32)C1 (stereo not given),-4
CC(C)CN(C(=O)/C=C/c1cc(Cl)ccc1Cl)C1CCS(=O)(=O)C1 (stereo not given),-1
COC(=O)c1cn(Cc2ccc(Cl)cc2)nc1S(=O)(=O)N(C)c1ccccc1,1
CS(=O)(=O)c1ccc(Nc2nc(C(=O)NCCC3=CCCCC3)cs2)cc1,-6
O=c1ccc(-c2ccccc2)nn1CCn1ccnc1C1CC1,0
CN1CCN(C(=O)CN2CCCCCCC2)CC1C(=O)O (stereo not given),-35
CCCn1c2ccccc2c2nc3cc(OC(C)C)c(OC(C)C)cc3nc21,-8
CNc1cc(-c2ccc(-c3cnc(N)[nH]3)cc2)c2cc[nH]c2n1,-14
O=C1C=C2CCCCCCCCCC(C1)C2 (stereo not given),-5
Cc1nnc2c3c4c(sc3nc(C)n12)CCC4,-8
